Assay outcomes as filed in PubChem.
PG9 Ab binder = binds the HIV-1 gp120 antibody PG9 | TR-FRET gp120-PG9 antibody binding | inhibition, % at 6.7 µM | actives 0.43% (n = 360,000) | AID 624416; in the data active = inhibition above about 8.5%
TDP2 inh = blocks human TDP2 phosphodiesterase activity; O95551; recombinant TDP2, T5PNP hydrolysis, p-nitrophenol absorbance 415 nm; inhibition, % at 12.8 µM; actives 0.34% (n = 370,000);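 active = inhibition above the mean of all tested compounds plus 3 SD, set per campaign, cut at about 25% in these data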;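 note: 0% = DMSO with enzyme and 100% = buffer with substrate but no TDP2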
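test system = human TDP2 enzyme | input = TDP2 enzyme at 120 nM final | medium = 50 mM Tris-HCl pH 7.5 with Mg2+, KCl, DTT, BSA | also added = T5PNP substrate, 5 mM | times = 2 h at 37 °C | technique = epi absorbance | benchmarks = high control without enzyme, low control DMSO plus TDP2 | replication = each compound tested once, singlicate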
UHRF1 MBD2 ctr = blocks human UHRF1 binding to methylated DNA | Q96T88 | UHRF1 binding to methylated oligo, TR-FRET | inhibition, % at 4.4 µM | actives 0.75% (n = 370,000) | AID 687016; in the data active = inhibition above about 21%;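 note: UHRF1 SRA domain binding a hemimethylated CpG hairpin DNA probe; 0% = median of test compound wells and 100% = reference inhibitor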
Tn7 DDE FP = inhibitors of Tn7 peptide binding to human fibrin DD(E) | FP displacement of FITC-Tn7 peptide from fibrin DD(E); 0% = median of compound wells per plate | inhibition, % at 8.3 µM | actives 0.13% (n = 370,000) | AID 720508;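 active = inhibition above the mean of compounds falling within the control limits plus 3 SD of them, cut at about 14% in these data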;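 note: 0% = plate median of compound wells and 100% = 10 µM Aha-Tn7 peptide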
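Test system – human fibrin DD(E) · Times – 10 min preincubation, 3 h with tracer, room temperature · Detection – fluorescence polarization of the labelled Tn7 tracer · Measure – percent inhibition normalized to high-control wells · Benchmarks – high control wells with 10 µM unlabelled Aha-Tn7 peptide (full inhibition) · Repeats – singlicate testing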
SIAE inh = inhibitors of human sialic acid acetylesterase SIAE; actives 0.69% (n = 370,000); SIAE FP-Rh probe binding, fluorescence polarization; Q9HAT2; AID 1053197; inhibition, % at 9.66 µM;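 active = inhibition above a cutoff: mean of compounds within the control limits plus 3 SD of those, cut at about 17% in these data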;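 note: 0% = plate median of compound wells and 100% = probe without SIAE protein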
Target sequence (Q9HAT2 whole entry, looked up): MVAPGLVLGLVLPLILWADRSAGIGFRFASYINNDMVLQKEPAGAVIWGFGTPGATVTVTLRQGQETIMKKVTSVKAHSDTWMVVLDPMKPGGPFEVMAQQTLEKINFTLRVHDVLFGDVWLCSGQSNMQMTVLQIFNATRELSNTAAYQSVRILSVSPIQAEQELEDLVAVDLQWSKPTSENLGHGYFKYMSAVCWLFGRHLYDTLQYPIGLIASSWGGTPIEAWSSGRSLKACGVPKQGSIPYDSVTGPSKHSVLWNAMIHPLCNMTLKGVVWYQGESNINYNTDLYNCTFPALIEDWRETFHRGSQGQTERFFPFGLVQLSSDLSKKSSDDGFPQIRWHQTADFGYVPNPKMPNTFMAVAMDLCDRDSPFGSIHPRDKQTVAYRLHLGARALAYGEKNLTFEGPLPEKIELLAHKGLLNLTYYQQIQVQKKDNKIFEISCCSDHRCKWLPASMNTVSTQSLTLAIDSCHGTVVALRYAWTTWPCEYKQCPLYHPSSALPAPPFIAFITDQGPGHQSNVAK
HTRA1 inhibitor = HTRA1 (human) protease inhibition | actives 0.5% (n = 340,000) | recombinant HTRA1, FP-rhodamine activity-based probe, fluorescence polarization | inhibition, % at 5.96 µM; in the data active = inhibition above about 36%;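 note: 0% = enzyme with DMSO and 100% = wells lacking enzyme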
Target sequence (Q92743 whole entry, looked up): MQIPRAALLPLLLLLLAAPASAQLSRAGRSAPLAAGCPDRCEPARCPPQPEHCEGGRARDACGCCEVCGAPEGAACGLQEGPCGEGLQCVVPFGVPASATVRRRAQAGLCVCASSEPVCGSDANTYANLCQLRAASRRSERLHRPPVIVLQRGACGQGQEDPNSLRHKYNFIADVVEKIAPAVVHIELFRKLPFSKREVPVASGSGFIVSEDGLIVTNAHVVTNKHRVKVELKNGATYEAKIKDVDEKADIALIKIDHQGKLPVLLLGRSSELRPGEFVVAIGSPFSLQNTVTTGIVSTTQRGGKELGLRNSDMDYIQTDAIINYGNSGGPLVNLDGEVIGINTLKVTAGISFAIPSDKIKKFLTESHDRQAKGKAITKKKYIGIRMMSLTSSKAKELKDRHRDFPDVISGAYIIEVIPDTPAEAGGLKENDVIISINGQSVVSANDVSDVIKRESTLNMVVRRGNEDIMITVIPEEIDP
TCR CD3 inh = inhibitors of human TCR-CD3 interaction; inhibition, % at 9.4 µM; AID 651800; actives 0.37% (n = 360,000); TAMRA-labeled TCR probe fluorescence, biochemical; in the data active = inhibition above about 19%;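 note: recombinant mutant TCR 2C K166C tagged with TAMRA read by polarization; 0% = receptor in buffer alone and 100% = receptor with positive control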
mABHD4 FP = ABHD4 (mouse) inhibition, primary FP screen; inhibition, % at 8.92 µM; Q8VD66; actives 0.54% (n = 370,000); purified mABHD4, FP-Rh probe fluorescence polarization;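 active = inhibition exceeding the mean over every tested compound plus 3 SD, cut at about 30% in these data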;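 note: 0% = plate median of compound wells and 100% = S159A mutant with DMSO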
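Material: mouse ABHD4 enzyme, wild type; Benchmarks: S159A mutant high control, sample median low control; Buffer or medium: HEPES pH 7.0, NaCl, Pluronic buffer; Signal: fluorescence polarization; Read-out: percent inhibition of probe binding, normalized to plate controls; Timing: pre-incubation 45 min, probe exposure 60 min, at 25 °C; Dosing: 8.92 µM, single dose.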
LEDGF integ inh = blocks HIV-1 LEDGF/p75-dependent DNA integration | actives 0.64% (n = 370,000) | AID 743269 | TR-FRET IN-LEDGF/p75 DNA integration, Eu/Cy5 | inhibition, % at 3.7 µM;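 active = inhibition above the screen-wide mean plus 3 SD, cut at about 13% in these data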;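 note: signal is the Cy5 over europium emission ratio at 671 and 618 nm; 0% = plate median of compound wells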
PRMT1 inh = PRMT1 (human) inhibition, primary screen; Q99873; recombinant PRMT1, activity-based probe fluorescence polarization; inhibition, % at 2.79 µM; actives 1.3% (n = 370,000);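 active = inhibition above about 21% made by adding two undisclosed values, limit read from the data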
Numbers without * were called inactive; nt = no result given.

SMILES	PG9 Ab binder	TDP2 inh	UHRF1 MBD2 ctr	Tn7 DDE FP	SIAE inh	HTRA1 inhibitor	TCR CD3 inh	mABHD4 FP	LEDGF integ inh	PRMT1 inh
Cn1c(/C(C#N)=C/c2ccncc2)nc2ccccc21	-3.5	4	0	-2	6	1	-3	5	1	-2
Cc1ccccc1NC(=O)CSC(=O)c1ccccc1	0.8	-9	3	-2	-1	-5	-6	-4	6	24*
FC(F)C(F)(F)Oc1cccc(-c2n[nH]c(=S)n2Cc2ccccc2)c1	4.0	-1	-1	1	5	-4	4	-8	2	13
Clc1ccc(-c2csc(N3CCCCCC3)n2)cc1	-0.5	-19	3	-1	76*	0	-5	-14	-3	9
CC(Sc1nnc2ccccn12)C(N)=O (centres undefined)	-1.4	3	8	-10	-4	4	1	0	2	1
C=C1C[C@H]2[C@@H]3C=C(C)C4=CC(=O)CC[C@]4(C)[C@H]3CC[C@]2(C)[C@@]1(OC(C)=O)C(C)=O	0.5	7	-3	12	5	-3	9	3	1	-4
COCCCN1C(=O)[C@H](CC(=O)NCc2cccs2)[C@]2(C(=O)OC)CCCCC=C12	nt	3	-4	9	-3	nt	nt	5	-3	2
Cn1cccc1C(C#N)c1ccccc1C#N (centres undefined)	-1.1	-6	-2	-3	3	-5	5	8	3	3
Cc1cccc(NS(=O)(=O)c2ccc(C)c(C(=O)NCCCN3CCOCC3)c2)c1	0.8	-3	3	-4	-5	3	-3	6	-2	0
CCOc1ccc(Cc2c(C)[nH]c3ccc(C(=O)O)cc3c2=S)cc1	0.3	-1	3	-5	-3	-12	9	-19	14*	20
O=C(NNC(=O)c1ccc(Cl)nc1)c1ccc(Br)cc1	-0.9	-11	-1	-13	-1	0	3	3	2	0
COCCCn1c(-c2ccccc2)nc2ccccc2c1=O	-0.2	-5	4	7	-5	-3	-7	-4	-1	3
CC(=O)N1CCN(S(=O)(=O)c2cccc(C(=O)NNC(=O)c3ccc(Br)cc3)c2)CC1	0.2	1	3	1	8	27	0	1	-5	2
CS(=O)(=O)N1C[C@]2(c3ccccc3)CC1Cc1ccccc12	nt	0	0	-4	10	nt	nt	4	0	4
COC(=O)c1ccc(C(=O)NC(=S)Nc2nc3c(s2)CCCC3)cc1	-1.3	6	1	5	-4	-2	2	3	0	0
Cn1nc(-c2ccccc2)c(C(=O)Nc2ccc(Cl)cc2)c1Cl	1.0	5	-2	1	-1	-10	-2	0	2	-1
COC(=O)[C@]12C[C@H](CC(=O)NCc3cccs3)C(=O)N(Cc3ccc4c(c3)OCO4)C1=C[C@H](C(C)C)O[C@@H]2C1CC1	nt	-4	-2	1	-6	nt	nt	-4	4	-2
O=[N+]([O-])c1ccc(-c2c(-c3ccccc3)ncc3cc(F)ccc23)cc1	0.2	-2	-2	4	-2	-17	9	-3	-4	0
CCC(=O)N(c1ccc(C(=O)O)cc1)c1nc(-c2ccc(OC)cc2)c(C)s1	-2.0	4	-1	0	0	9	8	-1	2	-2
CCN(CC)C(=O)c1ccc(COc2ccc(Cl)c(C)c2)o1	-1.4	-20	1	-2	-3	-15	-8	-10	-4	8
CCOC(=O)c1c(C)nc(-c2ccccc2)nc1NC(=O)C(C)C	0.9	-1	2	-3	-5	-5	3	9	1	2
CCCCC(C(=O)O)C(C)CC(=O)Nc1nccs1 (centres undefined)	-1.3	-5	1	2	3	0	7	-5	1	-1
O=C(Cc1ccccc1)NNC(=S)Nc1ccc(Cl)cc1	-0.5	3	-3	2	2	-8	8	0	-1	0
C[C@@H]1CCC2[C@](C)(CO)[C@@H](O)CC[C@]2(C)[C@@]12CCC(CO)(CCO)O2 (some centres undefined)	0.1	-2	2	2	-4	5	-6	-14	2	4
O=C1CC2c3ccccc3C1C1C(=O)N(CCc3ccccc3)C(=O)C21 (centres undefined)	-2.1	-1	-2	0	1	1	9	-4	-3	-3
CCOC(=O)NN1C(=O)c2ccccc2NC1c1cccc(O)c1 (centres undefined)	-0.6	6	1	7	3	3	10	-3	-4	-1
O=C(CCNC(=O)c1ccc([N+](=O)[O-])cc1)NCc1ccco1	-1.9	8	3	0	13	2	-3	7	4	0
CCCc1cc(=O)oc2cc(C)cc(OCC(=O)NCc3ccccn3)c12	0.8	14	-2	-9	-4	3	5	2	2	0
Cc1ccc([N+](=O)[O-])cc1NC1CC(O)C(CO)O1 (centres undefined)	-2.5	3	-4	-1	5	8	-3	1	-2	-2
COc1ccc(OC)c2sc(NC(=O)CCS(=O)(=O)c3ccccc3)nc12	-0.3	9	-1	7	-1	10	-2	-7	3	0
CCOC(=O)c1c(NC(=O)CN2CCOCC2)sc2c1CC(C)(C)OC2	1.0	-5	3	-3	-1	-7	-7	0	4	0
CCOC(=O)c1cn(CC)c2cc3c(cc2c1=O)OCO3	-2.3	9	-1	6	3	-7	4	2	-2	-1
CCN(c1cccc(C)c1)S(=O)(=O)c1cnc[nH]1	-0.1	5	2	-7	5	-6	0	4	-6	0
COc1ccc(CCN(C)CC(=O)Nc2cc(C)nc3ccccc23)cc1OC	0.6	20	2	-1	6	nt	3	10	0	-1
CC(C)n1cc(/C=C2/NC(=O)NC2=O)c2ccccc21	-5.9	2	-2	4	11	2	9	-3	1	-2
O=C(NCc1ccccc1Cl)c1ccc2sc([C@H]3C[C@H](O)[C@@H](CO)O3)nc2c1	-1.7	3	2	-2	-2	nt	-3	-6	-2	3
O=C(Cc1ccc(Br)cc1)N(Cc1ccccc1)c1ccccn1	-0.9	-8	0	-1	0	-12	8	-6	5	2
CC1CCN(C(=O)c2ccc(S(=O)(=O)N3CCCCCC3)cc2)CC1	0.2	11	-2	7	2	0	9	6	2	0
Cc1cc(O)c(NC(=O)c2ccc(Br)o2)cc1C	-1.1	6	0	8	2	0	5	7	0	1
COc1ccc2oc(C(=O)OCC(=O)NC3CCCCC3)c(C)c2c1	0.4	3	2	1	-4	-15	1	-2	-8	-1
Cc1ccnc(N(C(=O)c2cccs2)C(=O)c2cccs2)c1	-1.9	-8	2	-7	0	8	-2	-6	-1	-1
Cc1ccc(O)c(C(=O)CC(=O)c2ccc(C(C)(C)C)cc2)c1	3.3	-7	0	6	3	4	-5	3	-5	4
CCCCOC(=O)c1cc(=O)[nH]c2ccccc12	1.0	7	-1	-3	-7	-10	0	2	1	1
O=C(Nc1ccc(Nc2ccccc2)cc1)N1CCOCC1	-7.7	-21	2	-8	2	29	-11	7	4	2
COc1cc(/C=C/C(=O)OCC(=O)NC(=O)NC2CCCC2)ccc1OCC#N	-0.1	3	0	2	1	1	-2	2	-1	2
O=C(Nc1ccccc1)Nc1ccccc1	0.5	-1	1	4	13	-12	1	-7	1	-4
COc1ccc(S(=O)(=O)Nc2ccc3c(c2)C(=O)N([C@H](C)CO)C[C@H](C)[C@@H](CN(C)C)OCCCC[C@H](C)O3)cc1	-0.4	3	0	4	0	nt	-2	5	-3	0
CCCC(=O)N1CCC1(C)C(=O)Nc1cc(OC)c(OC)c(OC)c1 (centres undefined)	-0.8	5	0	-1	2	nt	0	11	0	3
COC(=O)c1c(C)[nH]c(C(=O)OCC(=O)NC(C)(C)C)c1C	0.0	-2	2	-4	4	-1	-5	-1	-5	5
CN1CCc2c(sc(NC(=O)C3COc4ccccc4O3)c2C(N)=O)C1 (centres undefined)	-1.9	-3	1	-3	1	-2	6	5	3	1
O=C(c1cnc2n(c1=O)CCS2)N1CCCc2ccccc21	-0.3	6	-5	-2	-2	0	6	-3	2	-3
CCOC(=O)N1CCN(C(C(=O)NC2CCCC2)C(C)C)CC1 (centres undefined)	0.6	-6	3	5	2	nt	-3	-2	-2	1
CCC(C)NC(=O)Nc1ccc(C)cc1C (centres undefined)	-2.6	-2	20	-4	2	12	-1	4	2	-3
CCOc1ccc(NC(=O)CN2C(=O)c3cccc4cccc2c34)cc1	1.2	-10	4	0	-1	nt	-1	10	-7	5
O=C(NCCSc1c(-c2ccccc2)[nH]c2ccccc12)c1cc2ccccc2oc1=O	-0.9	0	2	-12	3	-20	8	10	3	-2
COC(=O)[C@]1(Cc2ccccc2)NC=C(C(=O)c2ccccc2)[C@@H]1c1cccs1	-0.8	4	1	9	2	nt	-2	5	2	2
Cc1ccccc1OC(C)C(=O)NCCCN1CCOCC1 (centres undefined)	0.6	10	-3	2	6	0	0	3	1	-1
O=C(NC(Nc1cc(C(F)(F)F)ccc1Cl)C(=O)c1ccccc1)c1ccccc1 (centres undefined)	3.4	-14	8	5	-16	-40	-8	-35	2	2
Cc1nc2ccccc2c2c1C(=O)N(Cc1cccnc1)C2=O	1.5	-6	-8	7	6	0	-1	2	-1	-4
Cc1ccc(NS(=O)(=O)c2ccc(C(=O)NCCCN3CCCC3=O)cc2)cc1C	-0.5	8	-2	2	0	-1	6	-2	3	0

Two successive records already listed:
SMILES	PG9 Ab binder	TDP2 inh	UHRF1 MBD2 ctr	Tn7 DDE FP	SIAE inh	HTRA1 inhibitor	TCR CD3 inh	mABHD4 FP	LEDGF integ inh	PRMT1 inh
O=C(NCCSc1c(-c2ccccc2)[nH]c2ccccc12)c1cc2ccccc2oc1=O	-0.9	0	2	-12	3	-20	8	10	3	-2
COC(=O)[C@]1(Cc2ccccc2)NC=C(C(=O)c2ccccc2)[C@@H]1c1cccs1	-0.8	4	1	9	2	nt	-2	5	2	2

Following part
SMILES	PG9 Ab binder	TDP2 inh	UHRF1 MBD2 ctr	Tn7 DDE FP	SIAE inh	HTRA1 inhibitor	TCR CD3 inh	mABHD4 FP	LEDGF integ inh	PRMT1 inh
CC(=O)N1CCN(C(=S)c2ccc(-c3ccc(Cl)cc3)o2)CC1	-1.4	-1	-2	-2	2	-3	5	-2	2	6
OC(C#Cc1ccccc1)(c1ccccc1)c1ccccc1	-0.3	6	-1	6	-6	-23	3	-23	2	-1
Cc1ccc(-n2c([S-])c(C(=O)NC(C)c3ccccc3)[n+]3ccccc23)cc1 (centres undefined)	0.2	0	0	5	-5	-2	-3	6	-1	0
CC1(C)CC2(CCO1)OC(=O)CC2C(=O)Nc1ccc(Cl)cc1[N+](=O)[O-] (centres undefined)	0.6	1	3	-2	1	-4	-8	-2	3	-1
CCc1cc(=O)oc2c(CNCc3ccccc3F)c(O)c(Cl)cc12	1.3	4	1	-5	0	1	0	9	5	0
Cc1c(C)c(C)c(S(=O)(=O)NCCc2ccccn2)c(C)c1C	0.1	-6	1	5	0	0	9	3	-1	-1
Cc1nc(Nc2cccc(C(C)O)c2)c2nnn(Cc3ccc(F)cc3)c2n1 (centres undefined)	2.0	4	4	2	3	-6	-3	-1	5	-4
COCCNC(=O)CSc1nc2cc3c(cc2c(=O)n1CCCC(=O)NCc1ccc(OC)cc1)OCO3	0.1	8	-3	-5	4	0	7	0	2	-3

This is a random part of the collection; overall some 4.2% were active at least once.
